# Screening data as filed in PubChem BioAssay.
# PvdQ acylase = blocks Pseudomonas aeruginosa PvdQ acylase activity | purified PvdQ acylase, fluorescence plate reader | inhibition, % at 10 µM | 0.063% of 340,000 active | AID 488965; in the data active = inhibition above about 30%, passing the limit was not always enough;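 also: 0% = vehicle neutral wells and 100% = reference inhibitor wells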
# NSD2 HMT inh = blocks human histone methyltransferase NSD2 | O96028 | AID 743445 | inhibition, % at 12.5 µM | NSD2 peptide methylation, AlphaScreen, 120 min | 0.54% of 310,000 active; in the data active = inhibition above about 50%
# SR-BI DiI inh = mouse SR-BI HDL lipid transfer inhibition. ldlA[mSR-BI] CHO cells, DiI-HDL uptake fluorescence, 3 h. 0.96% of 320,000 active. inhibition, % at 12.5 µM;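 active = mean replicate inhibition of at least 70% and a set share of replicates each scoring 70 or more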;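 also: 0% = median of neutral control wells and 100% = median of positive control wells; values of inactives mirror those of a sister screen read the other way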
# DAGLB inhibitor = diacylglycerol lipase beta (human) inhibition; HEK293T DAGLB membrane lysate, EnzChek fluorogenic substrate; inhibition, % at 5.17 µM; 0.059% of 340,000 active; in the data active = inhibition above about 34%;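 also: 0% = enzyme with vehicle and 100% = wells lacking enzyme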
# Keap1 Nrf2 FP = inhibitors of human Keap1-Nrf2 protein-protein interaction | Keap1 Kelch-Nrf2 peptide fluorescence polarization, 1536-well | 0.15% of 340,000 active | Q14145 | inhibition, % at 9.4 µM; in the data active = inhibition above about 12%;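 also: human Keap1 Kelch domain with fluorescein labeled Nrf2 9mer peptide probe; 0% = neutral control wells and 100% = peptide positive control; higher means more block of Keap1 binding to Nrf2 peptide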
# Target sequence (Q14145 whole entry, looked up, the tested form may be a part): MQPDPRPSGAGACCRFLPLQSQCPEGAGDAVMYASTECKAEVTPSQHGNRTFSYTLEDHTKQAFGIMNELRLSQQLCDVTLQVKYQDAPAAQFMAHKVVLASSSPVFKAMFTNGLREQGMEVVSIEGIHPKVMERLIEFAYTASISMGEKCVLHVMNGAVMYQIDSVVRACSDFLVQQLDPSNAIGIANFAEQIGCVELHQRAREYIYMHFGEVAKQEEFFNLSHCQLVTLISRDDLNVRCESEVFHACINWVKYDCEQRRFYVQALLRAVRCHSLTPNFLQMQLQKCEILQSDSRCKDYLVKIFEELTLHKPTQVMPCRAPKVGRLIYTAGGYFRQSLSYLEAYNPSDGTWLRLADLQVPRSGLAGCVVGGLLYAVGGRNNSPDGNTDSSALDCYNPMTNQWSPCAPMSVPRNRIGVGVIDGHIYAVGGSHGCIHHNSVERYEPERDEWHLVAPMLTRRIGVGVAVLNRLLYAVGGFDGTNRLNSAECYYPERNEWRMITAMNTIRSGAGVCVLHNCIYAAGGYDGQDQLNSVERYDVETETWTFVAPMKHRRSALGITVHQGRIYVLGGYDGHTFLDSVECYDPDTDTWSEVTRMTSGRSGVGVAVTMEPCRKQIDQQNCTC
# Cardiac RTF inh = cardiac RTF calcium desensitization. IANBD-labeled cardiac RTF, Ca2+ fluorescence. inhibition, % at 7.15 µM. 0.12% of 340,000 active;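 active = inhibition above the mean inhibition of all tested compounds plus 3 SD, cut at about 17% in these data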;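 also: assay run at fixed EC70 calcium of 1.6 mM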
# Arr AP2 block = blocks beta-arrestin peptide binding to AP2 adaptin | FITC-arrestin peptide / GST-AP2 beads, flow cytometry; AP2 beta2 appendage carries R879A mutation | inhibition, % at 10 µM | 0.31% of 340,000 active | AID 504490;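 active = inhibition above a set limit, near 3 SD of compounds lacking own fluorescence, cut at about 54% in these data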;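 also: plate controls were DMSO wells for no effect and 5 µM unlabelled arrestin peptide for full effect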
#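 Material – GST-tagged AP2 beta2-adaptin appendage (R879A) on 4 µm glutathione beads · Probe or stimulus – fluorescein-tagged arrestin peptide at 50 nM final · Timing – 12 min plus 1 h, RT · Detection – bead flow cytometry, FITC channel · Read-out basis – inhibition as reduced fluorescein signal on beads, percent · Medium – PBS plus Tween 20 (0.05%) and BSA (0.1%)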
# SR-BI uptake up = SR-BI HDL lipid transfer activation; CHO ldlA[mSR-BI] cells, DiI-HDL uptake fluorescence, 3 h; 100 = double the neutral-control signal; activation, % at 12.5 µM; 0.096% of 320,000 active;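 active = mean replicate activation of at least 60% and every replicate at or above 60%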;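 also: 0% = median plate neutral-control signal and 100% = twice that signal; values of inactives mirror those of a sister screen read the other way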
#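 Assay system: CHO ldlA[mSR-BI] cells, LDL receptor-null, SR-BI overexpressing; medium: Ham's F12 with 0.5% BSA, HEPES 25 mM, pH 7.4; also added: DiI-HDL 10 µg/mL; timing: 3 h uptake period with compound, 37 °C; signal: DiI fluorescence, bottom read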
# LANA DNA inh = blocks KSHV LANA C-terminal domain binding to DNA. MBP-C-LANA/FAM-LBS DNA binding, fluorescence polarization. inhibition, % at 9 µM. 0.078% of 340,000 active. AID 504423;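 active = highest replicate inhibition at or above 60% at 9 µM, even if other replicates fall short; inactive = all replicates below 60% inhibition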;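 also: 0% = neutral control wells and 100% = 4 µM acridine orange control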
# PKA-R2B activ = PKA-R2B complex activation; P22694+P31323; PKA-R2B holoenzyme dissociation, Cy5-IP20 fluorescence polarization; R2B truncated from residue 108, S112A mutant; 0% DMSO only, 100% 113 µM cGMP; activation, % at 11.4 µM; 0.079% of 340,000 active;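 active = activation above a cutoff set at the mean over all compounds plus 3 SD, cut at about 18% in these data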;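 also: higher means more holoenzyme dissociation and a rise in polarization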
# Target sequence (P31323 whole entry, looked up, other chains not shown, the tested form may be a part): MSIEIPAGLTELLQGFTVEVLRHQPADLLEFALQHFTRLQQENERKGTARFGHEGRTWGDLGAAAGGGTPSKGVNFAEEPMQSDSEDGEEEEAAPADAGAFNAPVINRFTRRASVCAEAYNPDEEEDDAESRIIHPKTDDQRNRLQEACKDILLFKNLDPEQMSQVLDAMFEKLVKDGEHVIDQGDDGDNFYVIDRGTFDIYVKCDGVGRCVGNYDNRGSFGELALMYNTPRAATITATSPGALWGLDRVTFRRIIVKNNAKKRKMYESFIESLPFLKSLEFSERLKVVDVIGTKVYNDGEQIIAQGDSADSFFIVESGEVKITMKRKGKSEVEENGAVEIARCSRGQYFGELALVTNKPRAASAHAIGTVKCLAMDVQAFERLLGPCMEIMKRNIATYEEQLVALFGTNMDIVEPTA
# Numbers without * were called inactive; nt = no result given.
SMILES,PvdQ acylase,NSD2 HMT inh,SR-BI DiI inh,DAGLB inhibitor,Keap1 Nrf2 FP,Cardiac RTF inh,Arr AP2 block,SR-BI uptake up,LANA DNA inh,PKA-R2B activ
Cc1ccc2c(c1)c1c3n2CCN(CC(N)=O)C3CCC1 (centres undefined),3,-1,5,0,8,-9,11,-5,-5.2,10
CCN(CC)CCNC(=O)c1ccc(NC(=O)/C=C/c2ccc3ccccc3n2)cc1,11,27,33,4,-4,2,25,-33,-1.9,-11
Cc1csc(CN(C)C(=O)c2cn(Cc3cccc4ccccc34)nn2)n1,-14,3,0,2,-4,0,3,nt,0.0,-12
C[N+](C)(C)CCCNC(=O)c1ccc(/C=N/O)nc1,-6,-2,-12,1,-2,-1,-24,12,-0.3,-14
O=C(O)c1cccc(N/N=C/C2=C(Cl)c3cc(Cl)ccc3SC2)c1,18,5,-5,9,4,-3,-3,5,2.8,-6
CCOc1ncccc1C(=O)OCc1c(F)cccc1Cl,11,-8,2,-3,0,-4,2,-2,6.8,-5
Cc1c(Cl)cccc1NC(=S)NN1CCOCC1,-15,1,-25,-1,2,1,5,25,-0.6,-3
COc1ccc(C)c(Cn2c(-c3nonc3N)nc3ccccc32)c1,2,-6,4,-7,-1,-5,-4,-4,-1.3,-2
Cc1ccc(NC(=O)C2CCN(S(=O)(=O)c3ccc4[nH]c(=O)oc4c3)CC2)cc1F,-12,-2,-13,-2,-2,-1,0,13,-1.7,5
Cc1c(C(=O)N2CCN(c3ncccn3)CC2)oc2ccc(Cl)cc12,3,1,7,-14,-3,-6,24,-7,1.1,-12
O=C(N1CCC(n2nc(-c3ccccc3)oc2=O)CC1)C1(c2ccccc2)CC1,11,1,-4,0,-2,-7,-2,4,0.9,-14
COc1ccc(S(=O)(=O)Nc2ccc3c(c2)C(=O)N([C@H](C)CO)C[C@H](C)[C@@H](CN(C)S(=O)(=O)c2c(C)noc2C)O3)cc1,6,nt,1,-1,0,-9,28,-1,0.8,11
COc1cccc(NC(=O)CC(C)=O)c1,4,-2,3,-1,4,-2,57*,-3,2.7,-5
Cc1nn(C)c(Sc2ccccc2N)c1[N+](=O)[O-],-14,0,2,-1,-4,-2,-10,-2,0.9,-18
COc1ccc(/C=N/NC(=S)NC2CCS(=O)(=O)C2)cc1OC (centres undefined),17,nt,-11,0,0,0,26,11,-0.5,-14
COc1ccc(C)cc1Nc1cc(C)nc2ncnn12,13,nt,3,-5,-1,-11,-1,-3,1.3,9
Cc1cccc(CN2CCN(C(=O)c3cccc4ccccc34)CC2)c1,-11,3,-10,-7,-1,0,-7,10,-0.4,-6
Cc1ccc(S(=O)(=O)N2[C@@H](c3ccc(Br)cc3)C(C(=O)O)=CC[C@H]2c2cccs2)cc1,-2,nt,-1,7,0,-2,26,1,1.7,0
COc1ccc(-n2c(SCC(=O)NCc3ccco3)nc3sc4c(c3c2=O)CCN(C)C4)cc1,7,5,-12,1,-6,-3,1,12,-1.2,10
O=S(=O)(Nc1ccc(-c2ccc(N3CCOCC3)nn2)cc1)c1ccc(Cl)c(Cl)c1,-4,0,-8,2,3,4,-14,8,0.9,-11

# Not a retest: 16 of the compounds above.
SMILES,PvdQ acylase,NSD2 HMT inh,SR-BI DiI inh,DAGLB inhibitor,Keap1 Nrf2 FP,Cardiac RTF inh,Arr AP2 block,SR-BI uptake up,LANA DNA inh,PKA-R2B activ
O=C(O)c1cccc(N/N=C/C2=C(Cl)c3cc(Cl)ccc3SC2)c1,18,5,-5,9,4,-3,-3,5,2.8,-6
CCOc1ncccc1C(=O)OCc1c(F)cccc1Cl,11,-8,2,-3,0,-4,2,-2,6.8,-5
Cc1c(Cl)cccc1NC(=S)NN1CCOCC1,-15,1,-25,-1,2,1,5,25,-0.6,-3
COc1ccc(C)c(Cn2c(-c3nonc3N)nc3ccccc32)c1,2,-6,4,-7,-1,-5,-4,-4,-1.3,-2
Cc1ccc(NC(=O)C2CCN(S(=O)(=O)c3ccc4[nH]c(=O)oc4c3)CC2)cc1F,-12,-2,-13,-2,-2,-1,0,13,-1.7,5
Cc1c(C(=O)N2CCN(c3ncccn3)CC2)oc2ccc(Cl)cc12,3,1,7,-14,-3,-6,24,-7,1.1,-12
O=C(N1CCC(n2nc(-c3ccccc3)oc2=O)CC1)C1(c2ccccc2)CC1,11,1,-4,0,-2,-7,-2,4,0.9,-14
COc1ccc(S(=O)(=O)Nc2ccc3c(c2)C(=O)N([C@H](C)CO)C[C@H](C)[C@@H](CN(C)S(=O)(=O)c2c(C)noc2C)O3)cc1,6,nt,1,-1,0,-9,28,-1,0.8,11
COc1cccc(NC(=O)CC(C)=O)c1,4,-2,3,-1,4,-2,57*,-3,2.7,-5
Cc1nn(C)c(Sc2ccccc2N)c1[N+](=O)[O-],-14,0,2,-1,-4,-2,-10,-2,0.9,-18
COc1ccc(/C=N/NC(=S)NC2CCS(=O)(=O)C2)cc1OC (centres undefined),17,nt,-11,0,0,0,26,11,-0.5,-14
COc1ccc(C)cc1Nc1cc(C)nc2ncnn12,13,nt,3,-5,-1,-11,-1,-3,1.3,9
Cc1cccc(CN2CCN(C(=O)c3cccc4ccccc34)CC2)c1,-11,3,-10,-7,-1,0,-7,10,-0.4,-6
Cc1ccc(S(=O)(=O)N2[C@@H](c3ccc(Br)cc3)C(C(=O)O)=CC[C@H]2c2cccs2)cc1,-2,nt,-1,7,0,-2,26,1,1.7,0
COc1ccc(-n2c(SCC(=O)NCc3ccco3)nc3sc4c(c3c2=O)CCN(C)C4)cc1,7,5,-12,1,-6,-3,1,12,-1.2,10
O=S(=O)(Nc1ccc(-c2ccc(N3CCOCC3)nn2)cc1)c1ccc(Cl)c(Cl)c1,-4,0,-8,2,3,4,-14,8,0.9,-11

# Next structures
SMILES,PvdQ acylase,NSD2 HMT inh,SR-BI DiI inh,DAGLB inhibitor,Keap1 Nrf2 FP,Cardiac RTF inh,Arr AP2 block,SR-BI uptake up,LANA DNA inh,PKA-R2B activ
Cn1c(C(=O)NCCCN2CCOCC2)cc2c(=O)n(C)c3ccccc3c21,-1,nt,35,2,-4,-8,23,-35,1.0,10
COc1cccc2c1C(=O)c1c(O)c3c(c(O)c1C2=O)CC(O)(C(C)=O)CC3OC1CC(O)C(O)C(C)O1 (centres undefined),9,nt,10,-20,20*,-300,30,-10,110*,-18
CCOC(=O)c1sc(=N)n(-c2ccc(OC)cc2)c1C,4,34,13,-5,-1,-4,-3,-13,0.7,2
O=C(Nc1nccs1)c1ccc(-c2ccc(Cl)cc2Cl)o1,6,-2,-15,-1,-1,0,7,15,-1.8,-7
O=C(O)c1ccccc1-c1ccccc1C(=O)Nc1ccc2c(c1)C(=O)c1ccccc1-2,-2,5,-9,24,0,3,-12,9,-0.6,-11
COc1ccc(CCNC(=O)COC(=O)Cc2ccc(OC)cc2)cc1,-10,-2,-32,-3,5,-10,2,32,0.5,2
CCOC(=O)C1CCCN(C(=O)C2CC(=O)N(c3ccc(C)cc3)C2)C1 (centres undefined),-5,5,-22,3,0,0,-2,22,0.0,-1
COc1cccc(CN2CC(C(=O)NCCn3ccc(C)n3)CCC2=O)c1 (centres undefined),5,-1,-25,1,7,3,42,25,1.2,5
CCOC(=O)c1oc2cc(O)ccc2c(=O)c1-c1ccccc1OC,-4,1,nt,0,-5,-13,-3,nt,-0.4,-12
O=C(Nc1ccc(Cl)cc1)Nn1cnnc1,-14,-2,-14,-1,1,-5,4,14,-2.1,-3
Cc1[nH]c2ccccc2c(=O)c1CN1CCCCC1,-6,3,-16,3,3,-6,4,16,0.6,-7
O=P(c1ccccc1)(c1ccccc1)N(c1ccccc1)c1ccccc1,-19,-2,0,-1,0,-14,0,0,0.2,0
COC(=O)c1nn(-c2ccc(C)cc2)c2nnc(Cc3ccccc3)c(=O)n12,-11,0,-41,0,-1,0,-3,41,0.1,-6
CCN(CC(=O)Nc1c(F)cccc1F)C(=O)Cc1c(C)nc2ccccc2c1C,-16,0,11,-1,-1,-3,4,-11,-0.9,0
CCCC(=O)OCC(=O)NCc1ccc(Cl)cc1,-12,-9,-6,0,-6,-9,23,6,-1.1,-10
Cc1cc(Nc2ccccc2)n(CCC#N)n1,-4,-5,-15,1,-2,2,8,15,-0.3,-7
COc1ccc(C(=O)N/N=C(\C)c2ccccn2)cc1OC,20,3,30,-3,-1,-2,4,-30,1.0,-4
O=C(CCCc1ccccc1)NCCS(=O)(=O)N1CCN(c2ccc(F)cc2)CC1,9,5,-17,-2,-2,2,20,17,1.9,-12
COC(=O)Cc1ccc(NC(=S)N2CCN(C)CC2)cc1,-9,-4,-3,1,1,-10,-4,3,0.5,-9
C/C(=N\NC(=O)c1ccc(O)cc1)c1ccc(N2CCOCC2)cc1,7,-4,-30,-1,-2,-5,6,30,-1.0,-13
C=CCn1c(SCC(=O)N2CCOCC2)nc2c([nH]c3ccccc32)c1=O,-10,3,-6,3,-6,4,3,nt,-0.7,0
CCC1(C(=O)OC)CCc2c(cc(OC)c3ccccc23)C1=O (centres undefined),-8,3,nt,-9,-1,2,1,nt,-2.1,2
Cc1ccc(NC(=O)c2c(-c3c(F)cccc3Cl)noc2C)cc1F,10,-12,15,-10,-5,8,13,-15,1.7,-16
Cc1cc(C)cc(-n2c(C)cc(/C=N/NC(=O)CN(c3c(C)cccc3C)S(C)(=O)=O)c2C)c1,6,-2,41,-3,-8,-3,32,-41,1.1,-2
CC1CCCN(CC(O)COc2ccc(Cl)cc2)C1 (centres undefined),1,5,-32,1,-1,-7,-9,32,1.2,-2
C/C(=N\NC(=O)c1ccc(Cl)c(S(=O)(=O)Nc2ccccc2Cl)c1)c1ccncc1,20,1,-8,2,2,2,25,8,1.3,4
COCCNc1cc(-c2ccccc2)nc2cc(-c3cccc(F)c3)nn12,-15,-5,71*,-5,-1,2,26,-71,0.2,3
CCc1cccc(NC(=O)c2ccc(Cn3nc(C)cc3C)o2)c1,13,-2,41,-4,-2,3,-12,-41,0.7,-9
Clc1ccc(CNc2nc(N3CCOCC3)nc(N3CCOCC3)n2)cc1,-13,-2,24,-5,-9,-7,-4,-24,2.2,-14
Cc1nc(SCc2nc3ccc(C(=O)c4ccccc4)cc3[nH]2)c2oc3ccccc3c2n1,-2,nt,25,14,-23,-13,22,-25,-3.9,-1
COc1cc(CN(C)C(=O)C2CCN(S(=O)(=O)c3cccs3)CC2)ccc1OC(F)F,-5,-2,6,-3,3,-3,19,-6,0.1,-1
COC(=O)C1Cc2ccccc2CN1S(=O)(=O)c1ccc(C)cc1 (centres undefined),-16,-3,1,-7,-1,-6,-12,-1,0.6,1
CC(C)(C)c1ccccc1NC(=S)NC1CCCCC1,3,0,-4,-2,-3,4,3,4,0.4,17
